# p53 reactivator – qHTS assay for re-activators of p53 using a Luc reporter. 320,000 tested, 0.063% active. H1299 p53-A138V BP100-luciferase reporter, luminescence, 24 h. AID 504706, 2011. Potency, µM (series often up to 92.2 µM), without a hit: top-dose activity change, positive = activation, most hits filed as activators; also: % of control where 0% means no effect; nearly all actives have a fitted effect of over 45% in size
#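 p53-null H1299 cells stably carrying temperature-sensitive p53-A138V and a BP100-luciferase reporter were pinned with compounds (4-point, 1:5 series) and held 24 hrs at 37 deg C. Luminescence was read 10 min after detection reagent.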
# ELG1 genotoxic – qHTS screen for small molecules that induce genotoxicity in human embryonic kidney (HEK293T) cells expressing luciferase-tagged ELG1; HEK293T ELG1-luciferase reporter, luminescence, 16 h; Potency, µM (highest dose often 46 µM), for inactives: at the highest dose activity change, positive = activation, most hits filed as activators; 330,000 tested, 1.3% active; also: % of control where 0% means no effect; nearly all actives have a fitted effect of over 60% in size
#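 DMSO vehicle served as control against compound-treated ELG1-luciferase HEK293T cells; exposure lasted 16 hr at 37 °C and 5% CO2, followed by ONE-Glo luminescence detection after 30 min.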
# BRCA1 expr up – qHTS Assay to Identify Small Molecule Activators of BRCA1 Expression | MCF7-BRCA1-FFLuc reporter, luminescence, 48 h; response scale: scaled: vehicle 0%, 10 µM genistein 100% | 380,000 tested, 1.1% active | Potency, µM (series often up to 46.1 µM), for inactives: at the highest dose activation, hits mostly activators; also: nearly all actives have a fitted effect of over 80% in size; some results filed as inactive show a strong effect at the top dose
#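 Reporter cells (MCF7, BRCA1 promoter-firefly luciferase) received library compounds across a concentration series for 48 h. End-point luminescence was measured and concentration-effect curves derived after normalization.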
# RORg inh – qHTS for inhibitors of ROR gamma transcriptional activity; 310,000 tested, 5.4% active; Nuclear receptor ROR-gamma (Mus musculus), P51450; Drosophila S2 Gal4-RORgamma UAS-luciferase reporter, 20 h; Potency, µM (highest dose often 53.6 µM), for inactives: top-dose activity change, negative = inhibition, hits mostly inhibitors; AID 2551, 2010; also: % is scaled to controls: 0 for no effect and ±100 for the full control effect; nearly all actives have a fitted effect of over 60% in size
#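 Read-out: Photinus luciferase luminescence; inhibitors lower reporter signal. Insect Schneider cells with Gal4-ROR gamma fusion under metallothionein promoter, UAS reporter; 700 uM final copper sulfate induction, 20 hr, ambient temperature.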
# NPC1 prom act – qHTS Assay for NPC1 Promoter Activators | Huh7 NPC1 promoter luciferase reporter, 24 h | Potency, µM (titrated, usually from 9.22 µM), for the others: top-dose activation, actives largely listed as activators | 320,000 tested, 2.4% active | AID 485313, 2010;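 also: % of control where 0% means no effect; nearly all actives have a fitted effect of over 60% in size; reporter is driven by a mutant NPC1 promoter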
#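 Luciferase expression driven by the NPC1 promoter was measured in stably transfected Huh7 cells after a 24 h compound incubation, using a luciferase reagent and a luminescence read.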
# Rab9 prom act – qHTS Assay for Rab9 Promoter Activators | 320,000 tested, 2.8% active | Potency, µM (highest dose often 9.22 µM), for the others: at the top dose activation, negative = inhibition, hits mostly activators | AID 485297, 2010 | Huh7 Rab9 promoter-luciferase reporter, luminescence, 24 h; also: % of control where 0% means no effect; nearly all actives have a fitted effect of over 60% in size
#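 Huh7 cells stably carrying Rab9 promoter–luciferase reporter, plated 1500 cells/well, compound added after 2 h and incubated 24 h at 37 °C; luciferase luminescence then read after 10 min with detection reagent.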
# uPA surface inh – qHTS for Inhibitors of Cell Surface uPA Generation | cell surface uPA generation assay, qHTS | Potency, µM (doses to about 38.3 µM), inactives show top-dose activity change, negative = inhibition, most hits filed as inhibitors | 330,000 tested, 0.31% active | AID 540303, 2011; active = well fitted inhibition curve with a large enough effect; inconclusive = small, poorly fitted or top-dose-only effect; inactive = no such curve, though single readings can be large or run the other way; tested in mouse RAW 264.7 cells; also: % is scaled to controls: 0 for no effect and ±100 for the full control effect; nearly all actives have a fitted effect of over 55% in size
# MBNL1-CUG inh – qHTS Assay for Inhibitors of MBNL1-poly(CUG) RNA binding | 280,000 tested, 0.036% active | Muscleblind-like protein 1 (Homo sapiens), Q9NR56 | Potency, µM (doses to about 57.5 µM), inactives show top-dose activity change, negative = inhibition, most hits filed as inhibitors | TR-FRET MBNL1-His/biotin-(CUG)12 binding, 665/545 ratio; active = well fitted inhibition curve with a large enough effect in the signal ratio, with a control signal flat, not every such curve was filed as active; inconclusive = small, poorly fitted or top-dose-only effect, or effect the other way, or a change in a side signal; inactive = no such curve, though single readings can be large or run the other way; the % refers to the signal ratio; also: % is scaled to controls: 0 for no effect and ±100 for the full control effect
# Target sequence (Q9NR56 whole entry, looked up): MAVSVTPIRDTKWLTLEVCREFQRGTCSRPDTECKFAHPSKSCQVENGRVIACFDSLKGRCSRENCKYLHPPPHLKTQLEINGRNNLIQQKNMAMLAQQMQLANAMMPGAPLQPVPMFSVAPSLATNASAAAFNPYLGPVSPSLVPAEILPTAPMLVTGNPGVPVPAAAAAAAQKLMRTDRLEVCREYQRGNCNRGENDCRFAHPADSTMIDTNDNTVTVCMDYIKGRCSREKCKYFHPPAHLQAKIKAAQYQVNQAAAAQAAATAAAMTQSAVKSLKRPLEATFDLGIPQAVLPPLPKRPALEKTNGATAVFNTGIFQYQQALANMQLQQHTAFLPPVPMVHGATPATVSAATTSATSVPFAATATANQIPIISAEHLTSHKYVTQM
#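 TR-FRET readout: Ex 340 nm, 665/545 nm emission ratio, normalized to buffer-only (basal) and MBNL1-(CUG)12 controls. Complex of MBNL1-His with Biotin-(CUG)12, compounds 92 nM–58 uM, incubated 60 min at room temperature.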
# FLuc modulator – qHTS profiling assay for firefly luciferase inhibitor/activator using purifed enzyme and Km concentrations of substrates (counterscreen for miR-21 project); Luciferin 4-monooxygenase (Photinus pyralis), P08659; purified FLuc, Km substrates, luminescence inhibition; Potency, µM (highest dose often 57.5 µM), for inactives: top-dose activity change, negative = inhibition, usual class: inhibitors; 360,000 tested, 6.9% active;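 also: plate controls were vehicle for no effect and reference inhibitor for full effect; nearly all actives have a fitted effect of over 55% in size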
# Target sequence (P08659 whole entry, looked up): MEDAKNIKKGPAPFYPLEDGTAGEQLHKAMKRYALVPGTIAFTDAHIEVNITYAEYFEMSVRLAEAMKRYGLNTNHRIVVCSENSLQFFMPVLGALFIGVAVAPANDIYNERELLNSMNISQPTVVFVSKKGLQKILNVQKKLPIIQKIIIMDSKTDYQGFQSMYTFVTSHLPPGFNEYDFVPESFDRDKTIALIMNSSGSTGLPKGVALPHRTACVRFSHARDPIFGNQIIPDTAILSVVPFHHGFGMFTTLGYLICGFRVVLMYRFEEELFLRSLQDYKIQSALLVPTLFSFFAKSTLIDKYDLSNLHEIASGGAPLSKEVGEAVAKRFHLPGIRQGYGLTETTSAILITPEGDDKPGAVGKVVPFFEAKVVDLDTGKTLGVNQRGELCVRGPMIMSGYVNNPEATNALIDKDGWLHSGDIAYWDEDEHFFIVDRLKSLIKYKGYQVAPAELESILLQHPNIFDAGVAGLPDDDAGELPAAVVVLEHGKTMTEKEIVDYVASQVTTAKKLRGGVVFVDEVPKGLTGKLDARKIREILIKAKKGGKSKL
#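 Biochemical qHTS of compounds, final roughly 60 µM downward over six points, against 10 nM purified firefly luciferase using Km concentrations of substrates (10 uM D-luciferin, 10 uM ATP) in Tris acetate pH 7.5 buffer; luminescence output.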
# VP16 counter – VP16 counterscreen qHTS for inhibitors of ROR gamma transcriptional activity; Drosophila S2 Gal4-VP16 UAS-luciferase, luminescence, 20 h; Potency, µM (highest dose often 53.6 µM), for inactives: at the highest dose activity, negative = inhibition, actives largely listed as inhibitors; 310,000 tested, 3.5% active;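 also: Gal4-VP16 expression switched on by copper sulfate through the metallothionein promoter; % is scaled to controls: 0 for no effect and ±100 for the full control effect; nearly all actives have a fitted effect of over 50% in size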
# * marks the source's active call; other numbers are inactive results; ? = inconclusive; / = no result given; [ ] = another dose, or the depositor's remark. Unless noted, calls follow the shape of the dose curve; as a rule, active = well fitted curve in the direction sought with a large enough effect; inconclusive = small, poorly fitted or top-dose-only effect, or another doubt; inactive = no such curve, though single readings can be large; an effect the other way counts as inactive or inconclusive. Potency is read from the fitted curve at half-maximal effect. Compounds were not picked by outcome (roughly 13% active in at least one column).
SMILES,p53 reactivator,ELG1 genotoxic,BRCA1 expr up,RORg inh,NPC1 prom act,Rab9 prom act,uPA surface inh,MBNL1-CUG inh,FLuc modulator,VP16 counter
CC(=O)N=c1c(C#N)cc2c(=O)n3ccccc3nc2n1CCCOC(C)C,-4%,-1%,5%,-24%,0%,-3%,-3%,?,0%,1%
Cc1cc(C)n(-c2ccc(C(=O)C(C#N)c3nc4ccccc4n3C)cc2)n1 (stereo unspecified),4%,-1%,14%,3.2µM*,-2%,1%,5%,-5%,?,8.9µM*
Cc1cc(C)n(-c2cc(N3CCOCC3)ncn2)n1,0%,4%,-5%,-6%,-1%,-3%,-6%,-10%,-1%,4%
NC(=O)COC(=O)CC1CC2CCC1C2 (stereo unspecified),5%,2%,3%,-8%,-4%,0%,1%,-7%,-4%,-1%
COC(=O)c1[nH]c2cc(OC)ccc2c1NC(=O)CCN1CCN(c2cccc(C)c2C)CC1,4%,-13%,-73%,0%,0%,-2%,-17%,1%,2%,-25%
CC(=O)c1c(C)n(-c2ccc(Cl)cc2)c2ccc(O)cc12,1%,-13%,16%,5%,7%,0%,10%,0%,0%,-6%
COc1ccc(C)cc1NC(=O)CN1C(=O)COc2ccc(S(=O)(=O)N3CCCCC3)cc21,-3%,0%[9.26 µM],-13%,-31%,-2%,11%,-4%,-3%,0%,-5%
Cc1ccnc(NC(=O)CC(NC(=O)c2ccccc2Cl)c2ccccc2)c1 (stereo unspecified),16%,21µM*,19%,/,0%,-2%,-1%,/,11µM*,/
CC(C)C(=O)NNC(=O)CSc1nnnn1C(C)C,5%,0%,33%,13%,-4%,-10%,15%,4%,1%,0%
C=C(C)C(=O)O[C@H]1C/C(C)=C\C(=O)/C=C(\C)[C@H](O)[C@@H]2OC(=O)C(=C)[C@@H]21,-10%,?,-62%,?,-56%[inhibitor],-48%[inhibitor],46%[activator],7%,-1%,-3%
CCc1ccc(S(=O)(=O)Nc2nccs2)cc1,/,-1%,-8%,-4%,-3%,6%,-5%,-6%,-1%,-6%
CCN(C[C@H]1N[C@@](Cc2ccccc2)(C(=O)OC)[C@H]2C(=O)N(Cc3ccccc3)C(=O)[C@@H]12)C(=O)C1CCCCC1,2%,1%,15%,/,/,/,1%,/,/,/
CC(=O)NCCc1nc2cc(NC(=O)c3ccccc3)ccc2n1C,4%,?,32%,-25%,?,3.5µM*,-7%,0%,17µM*,-5%
O=C(NCc1ccccc1)C1=C[C@H](c2coc3ccccc3c2=O)C[C@H](OCCCCO)O1,-5%,-1%,-3%,36%,1%,8%,11%,-7%,-2%,26%
CCN(CC)CCCNC(=O)c1nn2c(C(F)(F)F)cc(-c3ccccc3)nc2c1Cl,/,4%,-10%,0%,-8%,2%,0%,?,0%,11%

# Brought forward from above: two entries, followed by the next part.
SMILES,p53 reactivator,ELG1 genotoxic,BRCA1 expr up,RORg inh,NPC1 prom act,Rab9 prom act,uPA surface inh,MBNL1-CUG inh,FLuc modulator,VP16 counter
O=C(NCc1ccccc1)C1=C[C@H](c2coc3ccccc3c2=O)C[C@H](OCCCCO)O1,-5%,-1%,-3%,36%,1%,8%,11%,-7%,-2%,26%
CCN(CC)CCCNC(=O)c1nn2c(C(F)(F)F)cc(-c3ccccc3)nc2c1Cl,/,4%,-10%,0%,-8%,2%,0%,?,0%,11%
O=c1c2ccccc2nc2n1CCO2,0%,0%,18%,1%,-1%,0%,11%,-4%,-2%,1%
CCc1ccc(S(=O)(=O)/N=C2\C=C(Nc3cccc(C(=O)O)c3)C(=O)c3ccccc32)cc1,-8%,-26%,-67%[inhibitor],11µM*,-17%,-7%,-5%,?,?,?
O=C(c1ccc(CNc2c(N3CCCC3)c(=O)c2=O)cc1)N1CCN(C2CCCCC2)CC1,-8%,1%,-13%,-18%,-5%,-11%,1%,-11%,0%,4%
Cc1ccc(C(=O)NNC(=O)CSc2n[nH]c(-c3cccnc3)n2)cc1,0%,0%,26%,-2%,-5%,-2%,-3%,-7%,-25%,-7%
O=C(c1cc(COc2c(F)cccc2F)on1)N1CCC(c2ccccc2Cl)C1 (stereo unspecified),7%,13%,65%,?,6%,13%,-1%,-9%,?,-17%
CCC1=[N+](C)CCn2c(C)ccc21,5%,-2%,-30%,12%,-4%,-3%,-4%,8%,1%,1%
CCOC(=O)N1CCN(C(=O)c2ccc(Cl)c(S(=O)(=O)N3CCCC3)c2)CC1,-6%,7%,-4%,9%,3%,-2%,0%,4%,2%,-7%
CC(C)c1ccc(NC(=O)CCc2ccccc2)cc1,-9%,?,3%,?,26%,?,-8%,-8%,24µM*,8%
CCOc1ncccc1C(=O)OCc1ccc(Cl)cc1,1%,0%,-4%,-9%,5%,-3%,1%,6%,?,3%
CCc1ccccc1N1CC(C(=O)Nc2cc(C)on2)CC1=O (stereo unspecified),1%,0%,-13%,1%,-5%,4%,-1%,-1%,3%,-19%
Cc1cc(-c2ccccc2)nc(N2CCN(c3ccccn3)CC2)n1,1%,-10%,-72%,19%,-1%,-1%,15%,2%,-18%,-9%
COc1ccc(NS(=O)(=O)c2cccc(C(=O)NCc3ccccc3CN3CCCC3)c2)cc1,-2%,3%,-27%,/,0%,-5%,68%[activator],/,8%,/
COc1ccccc1C(=O)NCC(=O)Nc1ccc2c(c1)OCO2,-1%,0%,0%,/,0%,15%,1%,/,-9%,/
COc1cc(OC)c(OC)cc1CNC(=O)c1cc(S(=O)(=O)N2CCOCC2)ccc1F,-1%,-3%,-5%,/,-1%,-5%,-26%,/,/,/
Cc1ccc(S(=O)(=O)N(CC(=O)NCC2CCCO2)C2CCCCC2)cc1 (stereo unspecified),-3%,-1%,8%,4%,-3%,-2%,-1%,-3%,2%,-8%
CCCOc1ccc(CSC2=NCCN2)cc1[N+](=O)[O-],21%,-1%,3%,-24%,0%,-12%,2%,2%,1%,-4%
COc1ccc(C2(C(=O)N3CCC(n4nc(-c5ccccc5)oc4=O)CC3)CC2)cc1,2%,3%,-3%,-9%,0%,-1%,2%,3%,1%,0%
COCCc1nnc(NC(=O)Cc2ccccc2)s1,?,3%,0%,-4%,2%,1%,-2%,3%,2%,-2%
Cc1ccccc1NC(=O)Cn1c(=O)n(CC2CCCO2)c(=O)c2ccccc21 (stereo unspecified),-2%,-1%,-6%,-3%,1%,15%,14%,49%[activator],-4%,-2%
COC(=O)c1ccc2c(=O)n(NC(C)=O)c(=S)[nH]c2c1,-3%,-1%,-12%,-23%,1%,1%,/,9%,9%,-3%
Nc1nc(Nc2ccc(Cl)cc2)n[nH]1,0%,-6%,6%,25%,3%,-7%,-2%,-2%,-8%,-1%
C#CCOCCOCCOCCNc1nc(N2CCN(C(=O)C(Cc3cc4ccccc4[nH]3)n3cc(C(N)C(C)CC)nn3)CC2)nc(N2CCN(C(=O)C(Cc3cc4ccccc4[nH]3)n3cc(C(N)C(C)CC)nn3)CC2)n1 (stereo unspecified),-4%,13%,0%,-3%,2%,-1%,-10%,?,-1%,-14%
Cc1ccc(C(C)C)c(OCC(=O)NNC(=O)CC2OC(=O)c3ccccc32)c1 (stereo unspecified),5%,1%,7%,/,9%,11%,7%,/,-17%,/
O=C(/C=C/c1ccccc1)NC(=S)Nc1ccc(CN2CCOCC2)cc1,-11%,1%,-21%,4µM*,-3%,-1%,-16%,-7%,-4%,?
COc1ccc(C(=O)N[C@H]2COC(C)(C)O[C@H]2c2ccccc2)cc1,-3%,3%,6%,-2%,-1%,2%,-3%,-5%,-4%,?
CCN(CC(=O)NCc1ccc(Cl)cc1)C(=O)CSc1ccccc1F,-2%,-1%,-14%,/,-3%,-4%,-2%,/,9%,/
COC(=O)Cc1ccc(NC(=S)NCc2ccc(OC)cc2)cc1,2%,2%,39%,?,9%,2%,-2%,-5%,-16%,1%
COCCNC(=O)CCc1ccc(S(=O)(=O)Nc2ccc(C)cc2)cc1,4%,5%,0%,-1%,2%,1%,/,-9%,-10%,-28%
CC(C)C(NC(=O)OC(C)(C)C)C(=O)NC(CCC(=O)OCc1ccccc1)C(N)=O (stereo unspecified),-2%,2%,-3%,26%,-1%,-1%,-4%,5%,0%,0%
CCCCCCSc1ccc(-c2nc3ccccn3c2NCCCC)cc1,-2%,1%,12%,/,-1%,1%,-2%,/,?,/
CCOc1ccc(S(=O)(=O)N2CCC(C(=O)N3CCN(c4ccccc4F)CC3)CC2)cc1C,16%,-8%,-45%,22%,0%,-7%,-3%,5%,4%,-7%
CCOC(=O)C(C)Sc1nc2c(c(-c3cccs3)c1C#N)CCC2 (stereo unspecified),-12%,-5%,-13%,?,-1%,-6%,3%,/,2%,25µM*
CCOC(=O)C1=C(COC(=O)c2cc(Br)c(Br)s2)NC(=O)NC1C (stereo unspecified),-7%,-4%,-9%,/,7%,9%,-3%,/,-8%,/
CCNC(=O)NC(=O)C(C)OC(=O)C1CCN(S(=O)(=O)c2ccccc2C(=O)OC)CC1 (stereo unspecified),3%,-1%,-3%,-19%,-1%,-1%,-20%,1%,-3%,-11%

# Bioassay records from PubChem BioAssay.
